Compound activity: PubChem, National Center for Advancing Translational Sciences (NCATS)
FEN1 inh: inhibitors of human flap endonuclease 1; actives 0.35% (n = 390,000); Potency, µM (doses to about 114 µM), for inactives: at the highest dose activity change, negative = inhibition, hits mostly inhibitors; AID 588795; Recombinant FEN1 flap cleavage, fluorescence, 15 min; P39748; further: nearly all actives have a fitted effect of over 65% in size
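With each library titrated from low to high concentration, compounds met 10 nM FEN1 for 15 min at room temperature before 50 nM substrate was added; readings at 0 and 15 min fed four-parameter Hill curve fits.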
TDP1 cell CPT: DT40-hTDP1 cell growth loss with CPT; chicken DT40 Tdp1-/-;hTDP1 cells + 20 nM CPT, ATP luminescence, 48 h; Potency, µM (titrated, usually from 46.2 µM), for the others: at the highest dose activity change, negative = growth inhibition, usual class: inhibitors; actives 12% (n = 420,000); further: nearly all actives have a fitted effect of over 55% in size
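Chicken DT40 Tdp1-/- cells stably complemented with human TDP1 were seeded at 400 cells/well in medium containing 20 nM camptothecin, exposed to pin-transferred compounds, and grown at 37 °C for at least 48 hr. Viability was read as ATP luminescence.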
KAT2A inh: blocks human GCN5L2 histone acetyltransferase; Q92830; GCN5L2 HAT assay, ThioGlo1 CoA-SH fluorescence; Potency, µM (doses to about 58.9 µM), without a hit: at the highest dose activity change, negative = inhibition, hits mostly inhibitors; actives 0.21% (n = 390,000); AID 504327
Target sequence (Q92830 whole entry, looked up): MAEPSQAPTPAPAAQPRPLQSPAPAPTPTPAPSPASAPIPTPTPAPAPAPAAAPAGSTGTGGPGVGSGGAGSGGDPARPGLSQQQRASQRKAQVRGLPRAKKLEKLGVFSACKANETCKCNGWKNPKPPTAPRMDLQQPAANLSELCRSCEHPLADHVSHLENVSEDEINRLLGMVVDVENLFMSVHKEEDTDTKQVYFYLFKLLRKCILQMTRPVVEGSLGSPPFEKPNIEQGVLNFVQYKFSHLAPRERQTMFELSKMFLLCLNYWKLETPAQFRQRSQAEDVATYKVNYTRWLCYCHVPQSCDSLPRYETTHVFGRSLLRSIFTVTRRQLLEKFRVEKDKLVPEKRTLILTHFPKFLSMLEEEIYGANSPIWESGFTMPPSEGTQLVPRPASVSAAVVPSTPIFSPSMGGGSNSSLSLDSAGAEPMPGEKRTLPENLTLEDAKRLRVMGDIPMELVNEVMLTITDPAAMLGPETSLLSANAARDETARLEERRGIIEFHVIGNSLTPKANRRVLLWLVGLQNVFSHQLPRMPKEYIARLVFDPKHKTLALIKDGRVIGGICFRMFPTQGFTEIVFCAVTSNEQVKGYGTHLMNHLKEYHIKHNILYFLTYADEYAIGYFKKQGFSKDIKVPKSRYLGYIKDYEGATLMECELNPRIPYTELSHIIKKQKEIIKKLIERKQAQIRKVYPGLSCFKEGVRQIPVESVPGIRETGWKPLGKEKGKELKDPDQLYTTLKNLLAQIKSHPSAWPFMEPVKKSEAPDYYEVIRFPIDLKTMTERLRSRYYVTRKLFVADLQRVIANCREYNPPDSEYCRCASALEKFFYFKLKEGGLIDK
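Compounds, pin-transferred from DMSO stocks, meet 20nM GCN5L2 for 15 min before the reaction begins with H3(1-25) peptide (75uM) and acetyl-CoA (70uM). Thiol-reactive ThioGlo1 reports CoA release over 20 min at room temperature.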
Numbers without * were called inactive; ? = inconclusive; · = not tested or not shown. The call rests on the fitted dose curve; in most records, active means well fitted curve in the direction sought with a large enough effect; inconclusive means small, poorly fitted or top-dose-only effect, or another doubt; inactive means no such curve, though single readings can be large; an effect the other way counts as inactive or inconclusive. On the % scale 0 is the no-effect control and ±100 the full control effect; potency means the concentration at half of the fitted maximal effect. Not all compounds are listed; the hit share may differ from the screen's.

Each structure is followed by: FEN1 inh	TDP1 cell CPT	KAT2A inh
- COc1ccc(/C=C/C(=O)c2c(O)c(OC)c3occc3c2OC)cc1
    -14%	?	-7%
- COc1ccccc1N1CCN(C(=O)C2CCN(S(=O)(=O)c3ccc(C)cc3)CC2)CC1
    -9%	-15%	?
- O=C(NC1CCCC1)C(c1ccccc1F)N(C(=O)c1ccco1)C1CCCC1 (stereo not given)
    -2%	?	-5%
- CCc1ccc(NC(=O)CSc2nc3c(c(=O)n(C)c(=O)n3C)n2C)cc1
    ?	?	2%
- NS(=O)(=O)c1ccc(CNC(=O)c2ccccn2)cc1
    2%	9%	-8%
- Cc1ccc(S(=O)(=O)N2CCCC2)cc1C(=O)NCc1ccccc1CN1CCCC1
    -9%	-3%	-12%
- O=C(c1cccc(Cl)c1)N1CCC2(CC1)NCCc1[nH]cnc12
    -25%	-1%	-1%
- COc1ccccc1CCC(=O)Nc1cc(S(=O)(=O)N2CCCCC2)ccc1N1CCN(C)CC1
    -2%	?	-24%
- CC(=O)Nc1cccc(NS(=O)(=O)c2cccc3nsnc23)c1
    -5%	-15%	-1%
- Cc1nn(-c2ccccc2)c2sc(C(=O)N(Cc3ccco3)C(C)C(=O)NC(C)(C)C)cc12 (stereo not given)
    -14%	13µM*	1%
- COc1ccc(Nc2c3c(nc4c(-c5ccccc5)c(C)nn24)CCC3)cc1
    -2%	9%	-15%
- CC(C)(C)NC(=O)C(=O)NN=C1CCCCCCC1
    -8%	8%	-10%
- COc1ccc(C/C(N)=N/OC(C)=O)cc1OC
    -1%	?	3%
- O=C(Cc1ccc(NC(=O)N2CCCCc3ccccc32)cc1)NCc1ccccc1Br
    5%	?	-11%
- O=C(NCc1ccc2c(c1)OCO2)C(=O)NCC1CCCO1 (stereo not given)
    2%	0%	-5%
- COc1ccc(OCC(=O)Nc2cccc(-c3nc4ccccc4o3)c2)cc1
    3%	-28%	-10%
- Cc1ccc(CNc2cc(C)nc3nc(-c4ccc(C)cc4)nn23)cc1
    -14%	·	-5%
- O=C(CCC(=O)N1CCOc2ccccc21)NCCCN1CCN(Cc2ccccc2)CC1
    -4%	-27%	2%
- COC(=O)c1cc(Br)c(=O)n(-c2ccccn2)c1
    -2%	1%	-3%
- CC(C)(CNS(=O)(=O)c1ccc(Br)s1)N1CCOCC1
    5%	-17%	2%
- O=C(COc1ccc(/C=N/NC(=O)c2ccc(O)cc2)cc1)Nc1ccc([N+](=O)[O-])cc1
    ?	-6%	-4%
- CCc1ccc(NC(=O)Cn2nc(SC)c(S(=O)(=O)c3ccc(OC)cc3)c2N)cc1
    8%	-12%	-6%
- O=C(Cn1c(=O)sc2ccccc21)N1CCOCC1
    -9%	1%	-11%
- CC(C)[C@H](NC(=O)c1ccco1)C(=O)OCC(=O)c1ccc2c(c1)NC(=O)CO2
    6%	-6%	-12%
- Cc1ccc(C(=O)N/C(=C/c2cccs2)C(=O)NCCc2c[nH]c3ccccc23)cc1
    -17%	-16%	-9%
- COc1ccc(NC(=O)Cc2cccc(F)c2)cc1S(=O)(=O)Nc1ccccc1Cl
    -7%	-9%	-6%
- Cc1ccn2cc(C34CC5CC(CC(C5)C3)C4)nc2c1
    -11%	?	-3%
- CCOC(=O)c1c(C)oc2c(CC(=O)c3ccccc3)c(Cl)c(O)c(O)c12
    -6%	?	1%
- CC1=C/C(=C/N(C)C)C(=O)O1
    1%	-19%	-10%
- Cc1ccc(S(=O)(=O)N(C)C)cc1NC(=O)C1CCC1
    -2%	0%	-4%
- O=C(Nc1cccc(S(=O)(=O)N2CCCC2)c1)c1cccc(OC(F)F)c1
    -1%	?	-6%
- O=C(OCCN1CCCC1=O)c1cncc(Br)c1
    -10%	-25%	-6%
- COc1cc(NC(=O)C2CCN(c3nnc(C)c4c(C)n(-c5ccccc5)nc34)CC2)cc(OC)c1
    1%	?	-7%
- CCCC(=O)N1CCN(c2ccc(NC(=O)c3sc4ccccc4c3Cl)cc2)CC1
    6%	-15%	-3%
- COC(=O)c1ccc2ccn(CC(=O)NC3CCCCC3)c2c1
    8%	6%	-4%
- COc1ccc(-c2noc(CSc3nc(N)c(-c4ccccc4)c(=O)[nH]3)n2)cc1
    -8%	-16%	-7%
- CC(O)CNc1nc2c(c(=O)n(Cc3ccc(Br)cc3)c(=O)n2C)n1C (stereo not given)
    -3%	4%	-1%
- CCN1CCN(C(=O)c2cc3c(-c4ccc(Cl)cc4)nn(C)c3s2)CC1
    -14%	?	-3%
- CCCC(C)C(=O)NCc1ccccc1OC (stereo not given)
    2%	-10%	-1%
- NC(=S)NN=Cc1ccc(-c2ccc(S(=O)(=O)Nc3ncccn3)cc2)o1
    79µM*	-9%	?
- CC(=O)c1cccc(NC(=O)CCNS(=O)(=O)c2cccc(C(C)=O)c2)c1
    37%	-15%	-2%
- O=C(O)c1ccc2cc[nH]c2c1
    8%	8%	-14%
- Cn1ncc2c(Nc3ccccc3Cl)nc(Cl)nc21
    11%	-2%	-3%
- Cc1cc(C)n2c(SCC(=O)Nc3ccccc3C#N)nnc2n1
    -15%	-15%	-9%
- O=C(Cn1c(=S)[nH]c2ccccc21)c1ccccc1
    -5%	?	0%

Molecules above with an aryl methoxy group, in the order listed:
Each structure is followed by: FEN1 inh	TDP1 cell CPT	KAT2A inh
- COc1ccc(/C=C/C(=O)c2c(O)c(OC)c3occc3c2OC)cc1
    -14%	?	-7%
- COc1ccccc1N1CCN(C(=O)C2CCN(S(=O)(=O)c3ccc(C)cc3)CC2)CC1
    -9%	-15%	?
- COc1ccccc1CCC(=O)Nc1cc(S(=O)(=O)N2CCCCC2)ccc1N1CCN(C)CC1
    -2%	?	-24%
- COc1ccc(Nc2c3c(nc4c(-c5ccccc5)c(C)nn24)CCC3)cc1
    -2%	9%	-15%
- COc1ccc(C/C(N)=N/OC(C)=O)cc1OC
    -1%	?	3%
- COc1ccc(OCC(=O)Nc2cccc(-c3nc4ccccc4o3)c2)cc1
    3%	-28%	-10%
- CCc1ccc(NC(=O)Cn2nc(SC)c(S(=O)(=O)c3ccc(OC)cc3)c2N)cc1
    8%	-12%	-6%
- COc1ccc(NC(=O)Cc2cccc(F)c2)cc1S(=O)(=O)Nc1ccccc1Cl
    -7%	-9%	-6%
- COc1cc(NC(=O)C2CCN(c3nnc(C)c4c(C)n(-c5ccccc5)nc34)CC2)cc(OC)c1
    1%	?	-7%
- COc1ccc(-c2noc(CSc3nc(N)c(-c4ccccc4)c(=O)[nH]3)n2)cc1
    -8%	-16%	-7%
- CCCC(C)C(=O)NCc1ccccc1OC (stereo not given)
    2%	-10%	-1%

Four compounds already listed, ordered by molar mass, lowest first.
Each structure is followed by: FEN1 inh	TDP1 cell CPT	KAT2A inh
- Cc1ccn2cc(C34CC5CC(CC(C5)C3)C4)nc2c1
    -11%	?	-3%
- O=C(c1cccc(Cl)c1)N1CCC2(CC1)NCCc1[nH]cnc12
    -25%	-1%	-1%
- CC(=O)Nc1cccc(NS(=O)(=O)c2cccc3nsnc23)c1
    -5%	-15%	-1%
- COc1ccccc1N1CCN(C(=O)C2CCN(S(=O)(=O)c3ccc(C)cc3)CC2)CC1
    -9%	-15%	?

(more compounds)
Each structure is followed by: FEN1 inh	TDP1 cell CPT	KAT2A inh
- COc1ccccc1N1CCN(/N=C/C(Cl)=C/c2ccccc2)CC1
    -2%	26µM*	-8%
- CC(C)(C)NC(=O)C(c1c[nH]c2ccccc12)N(C(=O)Cn1nnc(-c2ccc(F)cc2)n1)c1cccc(O)c1 (stereo not given)
    -3%	?	-11%
- CC(C)Cn1c(N)c(C(=O)COC(=O)c2cccn2C)c(=O)n(C)c1=O
    13%	15µM*	-3%
- CN(Cc1cccc(F)c1)C(=O)c1cc(S(=O)(=O)N2CCOCC2)ccc1N1CCCC1
    16%	-7%	-2%
- Cc1cccc(NC(=S)NC(=O)/C=C/c2ccco2)c1
    -25%	3.3µM*	-7%
- Cc1ccc(NC(=O)CCc2nnc3ccc(NCc4ccco4)nn23)cc1F
    -9%	?	-7%
- O=C1NN(c2cccc(Br)c2)C(=O)/C1=C\c1ccc(O)cc1
    -17%	-12%	9%
- CC(C)c1ccc(NC(=O)Cn2c3ncccc3c(=O)n2-c2ccccc2)cc1
    -16%	?	-5%
- Cn1cc(C(=O)N/N=C/c2ccc3c(c2)OCO3)c2ccccc21
    1%	7.3µM*	-8%
- CC(C)CCOc1ccc(CC(=O)NO)cc1
    3%	?	·
- C=CCNC(=O)c1onc(CSc2ccccc2C)c1C(=O)O
    -6%	-11%	-7%
- CCN(C(=O)Cn1c(=O)oc2ccccc21)C1CCS(=O)(=O)C1 (stereo not given)
    0%	11%	-24%
- COc1ccc(N2CCN(C(=O)c3ccc(-n4nc(C)cc4C)cc3)CC2)cc1
    -17%	?	-3%
- CCOc1ccc(CN(C)C(=O)c2ccc(NS(=O)(=O)c3ccc4[nH]c(=O)[nH]c4c3)cc2)cc1
    6%	24%	-12%
- CCOc1ccc(N2CC(=O)N(c3ccc(OCC)cc3)CC2=O)cc1
    -7%	?	-3%
- Cc1ccc(CCN2CC(C(=O)NCCCN3CCCCCC3)CC2=O)cc1 (stereo not given)
    7%	5%	0%
- O=C(NC(=S)NC1CCCc2ccccc21)c1ccc(F)cc1 (stereo not given)
    -3%	?	?
- COc1ccc(S(=O)(=O)NCC(c2ccco2)S(=O)(=O)c2cccs2)cc1C (stereo not given)
    14%	?	-15%
- COc1ccc(C(=O)COC(=O)CN2C(=O)C3C4CCC(C4)C3C2=O)cc1 (stereo not given)
    5%	-22%	-11%
- O=C(CCn1cnc2ccccc2c1=O)Nc1cccc(Cl)c1Cl
    -4%	10%	-5%
- N/C(=N\OC(=O)c1cc(Cl)ccc1Cl)c1ccncc1
    10%	11%	27%
- Cn1c(=O)n(C)c2cc(N3CCOCC3)c(NS(=O)(=O)c3ccc(Cl)cc3)cc21
    0%	?	-3%
- COc1ccc(-c2cc(-c3ccccc3O)[nH]n2)cc1
    -3%	-14%	-15%
- C/C(CC(=O)NCc1ccccc1Cl)=N/NC(=O)c1ccccn1
    16%	-1%	-3%
- COc1ccccc1NC(=O)c1nnn(CC(=O)Nc2ccccc2)c1N
    -3%	-17%	0%
- O=C(NCC1CCCN1S(=O)(=O)c1cccs1)c1ccc([N+](=O)[O-])cc1 (stereo not given)
    -1%	?	-6%
- O=C(Nc1cccc(S(=O)(=O)N2CCOCC2)c1)c1ccc2ccccc2n1
    -21%	?	-22%
- Cc1nc(SCC(=O)O)c2oc3ccccc3c2n1
    -5%	-29%	-6%
- CCCNC(=O)CCC(=O)N1Cc2cccc(OC)c2Oc2ncccc21
    2%	-12%	-19%
- C=C(C)c1cccc(C(C)(C)NC(=O)Nc2ccc(C(N)=O)cc2)c1
    -17%	-16%	-4%
- CC(=O)Nc1cc[n+](CC(=O)c2ccc(Cl)cc2)cc1
    17%	8%	-11%
- CCc1ccc(/C=N/n2c(C)cc(C)c(C#N)c2=O)cc1
    0%	-3%	-6%
- Cc1cccc(N2CC(C)Cn3c2nc2c3c(=O)[nH]c(=O)n2C)c1 (stereo not given)
    4%	?	-12%
- CC(=O)c1ccccc1NC(=O)c1ccc(N2CCCC2=O)cc1
    15%	?	-4%
- COc1ccc2cc(CN(Cc3ccco3)C(c3nnnn3C3CCCCC3)C(C)C)c(=O)[nH]c2c1 (stereo not given)
    -5%	23µM*	0%
- CN(C)C(CNC(=O)CCNS(=O)(=O)c1ccccc1C(F)(F)F)c1ccccc1 (stereo not given)
    -13%	-5%	1%
- Cc1ccc(Cn2cc(/C=C(/C#N)C(=O)Nc3cccc(Cl)c3)c3ccccc32)cc1
    -18%	?	-4%
- CCCCCC1CCC(c2ccc(/C(N)=N/O)cc2)CC1 (stereo not given)
    ?	15µM*	-12%
- O=C(NCc1ccc(Cl)cc1)C1CCCN(c2ncnc3onc(-c4ccc(F)cc4)c23)C1 (stereo not given)
    2%	21µM*	23%
- Cc1ncoc1C(=O)N1CCCC(C(=O)c2ccc(-c3ccccc3)cc2)C1 (stereo not given)
    -12%	18µM*	-5%
- COc1ccc(S(=O)(=O)N(CCc2ccccc2)CC(=O)O)cc1C
    -10%	-9%	?
- CSCCC(NC(=O)c1ccccc1)C(=O)NCCCSc1ccccc1 (stereo not given)
    -10%	-29%	0%
- CCc1c(C)sc2nc(C(C)C)nc(SCC(=O)N3CCc4ccccc4C3)c12
    3%	?	3%
- Cc1ccc(O)c(NC(=O)c2noc(C(C)C)c2[N+](=O)[O-])c1
    2%	?	-12%
- CC(C)=C1SC(N2CCN(c3cccc(C)c3)CC2)=NC1=O
    -8%	21µM*	4%
- CN1C(=O)CC(N2CCN(CCN=CC3=C(O)CC(C)(C)CC3=O)CC2)C1=O (stereo not given)
    3%	-4%	-4%
